# Compound activity from PubChem.
# Pol iota inh: DNA polymerase iota (human) inhibition; Q9UNA4; Pol iota fluorescent replication assay, 10 min; Potency, µM (highest dose often 115 µM), for the others: top-dose activity, negative = inhibition, most hits filed as inhibitors; 390,000 compounds, 1% hits; AID 588590; note: potency is the fitted concentration of half-maximal effect
#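 Fluorescent replication assay read twice, at 0 min and 10 min after adding 50 nM (final) substrate. Enzyme (10 nM) and compounds were first incubated 15 min at room temperature; enzyme-free buffer wells were negative controls.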
# Anesthetic bind: candidate novel general anesthetic via apoferritin binding; P02791; apoferritin/1-aminoanthracene competitive binding, fluorescence; Potency, µM (series often up to 77.5 µM), for inactives: at the highest dose activity change, negative = displacement, hits mostly inhibitors; 350,000 compounds, 0.074% hits; AID 485281; note: potency is the fitted concentration of half-maximal effect; % is set by controls: 0 for no effect and ±100 for the full control effect; nearly all actives have a fitted effect of over 20% in size
# Target sequence (P02791 2-175 limits assumed): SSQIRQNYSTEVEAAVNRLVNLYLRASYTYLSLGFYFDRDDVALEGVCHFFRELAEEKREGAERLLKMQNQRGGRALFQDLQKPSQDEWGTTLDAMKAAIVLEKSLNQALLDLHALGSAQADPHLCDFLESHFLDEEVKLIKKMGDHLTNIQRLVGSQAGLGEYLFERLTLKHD
#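 Steps: apoferritin (10 uM) was premixed with half-saturated 1-AMA in PBS, compounds were pin-transferred, plates stood 10 min at room temperature, fluorescence was read at 380/535 nm, and curves were fitted with a Hill equation.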
# Tb PGK inh: inhibitors of T. brucei phosphoglycerate kinase; Potency, µM (doses to about 57.5 µM), inactives show at the highest dose activity change, negative = inhibition, hits mostly inhibitors; 380,000 compounds, 0.043% hits; AID 602233; PGK/GAPDH coupled, Kinase-Glo luminescence, 60 min; note: potency is the fitted concentration of half-maximal effect; % is set by controls: 0 for no effect and ±100 for the full control effect; nearly all actives have a fitted effect of over 60% in size
#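 Recombinant glycosomal PGK reaction used 1,3-bisphosphoglycerate generated in-well by GAPDH (100nM final) in 100mM TEA pH 7.6, 5mM MgCl2, 0.01% Tween-20. After 60 minutes at room temperature, ATP was read by Kinase-Glo Plus luminescence end-point.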
# BLM inh: blocks DNA unwinding by human BLM helicase; P54132; recombinant BLM DNA unwinding, fluorescence dequenching; Potency, µM (highest dose often 56.1 µM), for the others: at the highest dose activity change, negative = inhibition, actives largely listed as inhibitors; 350,000 compounds, 0.2% hits;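 note: potency is the fitted concentration of half-maximal effect; plate controls were vehicle for no effect and no enzyme for full effect; nearly all actives have a fitted effect of over 35% in size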
# APEX1 inh: inhibitors of human APE1 endonuclease; recombinant APE1, TAMRA/BHQ-2 abasic DNA cleavage fluorescence; Potency, µM (titrated, usually from 65.8 µM), without a hit: top-dose activity change, negative = inhibition, actives largely listed as inhibitors; 350,000 compounds, 0.35% hits;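 note: potency is the fitted concentration of half-maximal effect; plate controls were vehicle for no effect and reference inhibitor for full effect; nearly all actives have a fitted effect of over 55% in size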
#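 Measures dequenching upon AP-site incision of a 5'-TAMRA/3'-BHQ-2 THF-containing duplex, 50 nM; human APE1 0.75 nM after 15 min room-temperature exposure to compound; kinetic three-point read at one-minute spacing.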
# RXFP1 antagonist: blocks the human relaxin receptor RXFP1. HEK293-RXFP1, relaxin-stimulated cAMP HTRF, 30 min; stronger effect = lower value. Q9HBX9. activity change, negative = inhibition, % at 57.5 µM. 350,000 compounds, 0.59% hits;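 active = activity change of -60% or lower, but not beyond a set lower limit; inconclusive = change between -60% and -40%, or beyond the set limit; inactive = change above -40%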; note: % is set by controls: 0 for no effect and ±100 for the full control effect
# Pol kappa inh: blocks human DNA polymerase kappa activity. Q9UBT6. purified Pol kappa, fluorescent DNA synthesis assay, 10 min. Potency, µM (series often up to 107 µM), without a hit: at the highest dose activity, negative = inhibition, usual class: inhibitors. 400,000 compounds, 0.53% hits. AID 588579; note: potency is the fitted concentration of half-maximal effect; % is set by controls: 0 for no effect and ±100 for the full control effect
# Target sequence (Q9UBT6 whole entry, looked up): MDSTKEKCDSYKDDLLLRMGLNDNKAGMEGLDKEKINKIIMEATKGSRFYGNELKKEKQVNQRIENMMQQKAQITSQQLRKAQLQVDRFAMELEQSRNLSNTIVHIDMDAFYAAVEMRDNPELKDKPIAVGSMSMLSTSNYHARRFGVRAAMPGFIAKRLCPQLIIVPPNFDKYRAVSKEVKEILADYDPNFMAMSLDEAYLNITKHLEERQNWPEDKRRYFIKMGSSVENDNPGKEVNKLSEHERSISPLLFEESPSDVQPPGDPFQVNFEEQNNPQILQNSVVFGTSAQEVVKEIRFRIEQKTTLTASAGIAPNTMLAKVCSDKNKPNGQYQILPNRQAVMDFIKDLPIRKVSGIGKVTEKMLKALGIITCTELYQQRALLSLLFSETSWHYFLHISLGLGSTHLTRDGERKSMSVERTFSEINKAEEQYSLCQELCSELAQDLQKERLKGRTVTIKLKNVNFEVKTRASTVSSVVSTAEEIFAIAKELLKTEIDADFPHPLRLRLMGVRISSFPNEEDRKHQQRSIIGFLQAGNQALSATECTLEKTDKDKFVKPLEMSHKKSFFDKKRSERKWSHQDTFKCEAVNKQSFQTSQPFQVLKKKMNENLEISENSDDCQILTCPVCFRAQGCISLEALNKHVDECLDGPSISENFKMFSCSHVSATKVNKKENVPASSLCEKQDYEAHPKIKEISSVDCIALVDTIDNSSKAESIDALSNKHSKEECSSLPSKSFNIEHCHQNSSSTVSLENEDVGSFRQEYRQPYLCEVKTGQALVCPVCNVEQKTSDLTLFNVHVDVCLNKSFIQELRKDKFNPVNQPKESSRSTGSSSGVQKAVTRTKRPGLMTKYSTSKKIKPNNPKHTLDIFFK
#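 10 nM Pol kappa was preincubated with compounds for 15 min at room temperature. Reaction started with 50 nM (final) substrate. Fluorescence read kinetically at 0 and 10 min.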
# Pol eta inh: inhibitors of human DNA polymerase eta. Q9Y253. recombinant Pol eta, fluorescent DNA replication assay. Potency, µM (series often up to 114 µM), for the others: at the top dose activity change, negative = inhibition, hits mostly inhibitors. 390,000 compounds, 1.2% hits. AID 588591; note: potency is the fitted concentration of half-maximal effect; % is set by controls: 0 for no effect and ±100 for the full control effect
#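 Pol eta (10 nM) was preincubated with compounds for 15 min at room temperature, after which fluorescent replication substrate (50 nM final) was added to start the reaction. Fluorescence was read kinetically at 0 and 10 min.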
# Pol beta inh: DNA polymerase beta (human) inhibition; P06746; Potency, µM (top dose mostly 114 µM), for the others: at the highest dose activity change, negative = inhibition, hits mostly inhibitors; 340,000 compounds, 1.3% hits; Pol beta primer extension/strand displacement, fluorescence kinetic; note: potency is the fitted concentration of half-maximal effect; % is set by controls: 0 for no effect and ±100 for the full control effect
#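 Values derive from four-parameter Hill fits of normalized kinetic data: reads at 0 and 10 min following addition of 50 nM substrate to 10 nM Pol beta preincubated 15 min with compound.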
# The depositor's hits bear a star; i = inactive; ? = inconclusive; nt = not tested or not shown; [ ] = dose if it differs, or a comment. Unless noted, calls come from the whole dose curve; as a rule, active = well fitted curve in the direction sought with a large enough effect; inconclusive = small, poorly fitted or top-dose-only effect, or another doubt; inactive = no such curve, though single readings can be large; an effect the other way counts as inactive or inconclusive.
SMILES,Pol iota inh,Anesthetic bind,Tb PGK inh,BLM inh,APEX1 inh,RXFP1 antagonist,Pol kappa inh,Pol eta inh,Pol beta inh
CC(C)c1ccc(/C=C2\SC(N3CCCC3)=NC2=O)cc1,-12.5%,-21.5%,-2.3%,1.2%,1.1%,-5.2,3.1%,-14.6%,2.4%
CCCc1nc2ccc(NC(=O)c3ccco3)cc2c(=O)n1Cc1ccc(Cl)cc1,?,-9.5%,-1.1%,-18.1%,16.2%,-1.5,-3.8%,-19.3%,2.2%
Cc1ccc(Cn2ccc(NC(=O)c3cc(-c4cccs4)on3)n2)cc1,-4.2%[58.9 µM],-7.8%,-5.3%,-2.5%,-3.6%,-6.9,-9.3%,-7.9%,1.5%
C#CCn1c(=NC(=O)c2cc(Cl)sc2Cl)sc2cc(S(N)(=O)=O)ccc21,?,?,-6.1%,-7.1%,-2.3%,-6.2,-18.8%,1.9%,-24.9%
COc1ccc(NC(=O)C(=O)NCCN2CCN(C(=O)c3cccs3)CC2)cc1,11.3%,-10.4%,-5.3%,-5.2%,-2.9%,4.1,-18.2%,3.2%,13.6%
COc1ccc(-c2nc3ccccc3n2OC(C)C(=O)O)cc1 (stereo not given),32.2%[activator],-3.0%,-7.1%,-0.3%,22.0%,-1.8,3.4%,-3.6%,0.2%
CCOc1ccc(C(=O)Nc2c(C(N)=O)oc3ccccc23)cc1,?,-4.1%,-0.5%,-11.5%,1.5%,-13.4,-9.6%,-6.4%,22.8%
CC1CCCC(C)N1C(=O)CSc1ccc(-c2ccc3c(c2)OCCO3)nn1 (stereo not given),-11.5%,-17.9%,0.0%,-1.2%,22.1%[12.4 µM],-35.0,-7.9%,-5.5%,2.8%
COc1ccc(Cl)cc1NC(=O)CNc1ccc(F)cc1C,-3.2%,-7.0%,-0.1%,-4.0%,-5.4%,11.9,-13.9%,-24.9%,14.7%[57.1 µM]
CCc1ccc(NC(=O)CSc2nc3ccccc3nc2Cc2ccc(C)cc2)cc1,8.8%,4.1%,10.0%,-11.2%,nt,nt,-2.9%[60.1 µM],-24.2%,44.4%
Cc1nn(-c2ccccc2[N+](=O)[O-])c(=O)c2ccccc12,0.4%,-18.0%,i,-2.4%,2.3%,-5.0,0.0%,-7.2%,18.8%
CC(=O)c1c(C)oc2ccc(N(C(=O)c3ccncc3)S(=O)(=O)c3ccc(C)cc3C)cc12,-2.2%,?,-9.1%,-5.4%,nt,nt,1.6%,-15.0%,-0.4%
CCCNC(=O)CS(=O)(=O)c1ccccc1,7.5%,-6.3%,-4.9%,2.4%,4.1%,nt,6.4%,-18.8%,13.4%
COc1ccc(-n2nnnc2SCC(=O)NC2CCS(=O)(=O)C2)cc1 (stereo not given),-8.7%,nt,-2.1%,nt,21.6%,10.3,-12.5%,-19.2%,nt
CC/C(Cc1ccccc1)=N/NC(=O)CCn1nnc2ccccc21,-17.2%,?,i,-5.0%,14.2%,-5.3,-6.3%,-5.3%,21.6%
Cc1c(C(C)C[C@H](C)O)oc(=O)c2c1Oc1c(C)c(C(C)C[C@H](C)O)oc(=O)c1C2 (stereo not given in full),7.1%,nt,-1.6%,nt,29.8%,nt,14.8%,-17.8%,nt
COc1ccc(NC2CCCN(C(=O)c3cc(CC(C)C)nc(N)n3)C2)cc1 (stereo not given),-20.4%,-15.9%,-0.8%,0.7%,22.3%,-4.0,3.9%,-5.5%,-16.8%
O=C1NC(c2ccccc2)=C(c2nc3ccccc3s2)C(c2ccc(F)cc2)N1 (stereo not given),-9.4%,-3.1%,-8.8%,-5.4%,0.8%,0.1,-10.2%,-13.8%,?
COc1ccccc1NS(=O)(=O)c1cccc(C(=O)NCC(c2ccco2)N(C)C)c1 (stereo not given),32.3%[activator],nt,i,nt,18.1%,-5.0,-5.4%,-3.4%,nt
CSCCC(NC(=O)COc1ccccc1)C(=O)N(C)Cc1ccc(F)cc1 (stereo not given),23.9%,nt,-6.0%,nt,-7.5%,-0.7,-7.9%,-14.5%,nt
CC1CCCC(C(=O)OCc2ccccc2)N1 (stereo not given),-14.8%,7.6%,-5.1%,2.9%,12.6%,-8.6,8.5%,-7.6%,15.1%
Cc1noc(NS(=O)(=O)c2ccc(NC(=O)c3cccc(S(=O)(=O)N(C)c4ccccc4)c3)cc2)c1C,-8.0%,nt,-7.3%,nt,nt,-3.6,-9.6%,-13.2%,nt
Cc1ccccc1N1CCN(C2CCCN(C(=O)c3ccc(Cl)s3)C2)CC1 (stereo not given),20.7%,-22.4%,-6.7%,-5.3%,5.8%,-13.0,-6.5%,-18.6%,14.2%
CCNc1nc(C)c2cc(Br)c(=O)n(CC)c2n1,9.6%,-5.3%,4.0%,1.9%,-5.9%,11.4,2.2%,-11.7%,4.5%
CCN1C(=O)c2ccccc2S(=O)c2ccc(C(=O)N3CCN(c4ccc(F)cc4)CC3)cc21 (stereo not given),0.1%,-12.7%,5.6%,-2.1%,nt,nt,-21.0%,-15.6%,-3.3%
O=C(c1cnc2n(c1=O)CCS2)N1CCN(c2ccccc2F)CC1,0.7%,7.5%,4.3%,1.8%,4.0%,-0.1,-9.1%,-11.3%,-0.6%
COc1ccc(CNC(=O)C2CCN(C(=O)[C@@H]3Cc4ccccc4CN3)CC2)cc1,-8.2%,11.5%,3.0%,1.4%,-11.9%,6.9,-15.3%,-2.2%,10.7%
COc1ccc(S(=O)(=O)N(C)C[C@@H]2Oc3ccc(NS(=O)(=O)c4cn(C)cn4)cc3C(=O)N([C@@H](C)CO)C[C@@H]2C)cc1,18.3%,nt,-5.8%,nt,9.5%,nt,12.7%,-9.5%,nt
O=C(O)c1ccc(NN=Cc2cc(=O)[nH]c(=O)[nH]2)cc1,14.0%,nt,-10.1%,nt,nt,3.6,-8.9%,-16.9%,nt
COc1cccc(NC(=O)COC(=O)C2CCCCC2)c1,-12.5%,nt,6.5%,nt,14.7%,9.0,-28.4%,-1.5%,nt

# Full records as entered above. Values in the order: Pol iota inh | Anesthetic bind | Tb PGK inh | BLM inh | APEX1 inh | RXFP1 antagonist | Pol kappa inh | Pol eta inh | Pol beta inh
# Record of COc1ccc(CNC(=O)C2CCN(C(=O)[C@@H]3Cc4ccccc4CN3)CC2)cc1 → -8.2% | 11.5% | 3.0% | 1.4% | -11.9% | 6.9 | -15.3% | -2.2% | 10.7%
# Record of Cc1ccccc1N1CCN(C2CCCN(C(=O)c3ccc(Cl)s3)C2)CC1 (stereo not given) → 20.7% | -22.4% | -6.7% | -5.3% | 5.8% | -13.0 | -6.5% | -18.6% | 14.2%
# Record of CSCCC(NC(=O)COc1ccccc1)C(=O)N(C)Cc1ccc(F)cc1 (stereo not given) → 23.9% | nt | -6.0% | nt | -7.5% | -0.7 | -7.9% | -14.5% | nt
# Record of O=C(O)c1ccc(NN=Cc2cc(=O)[nH]c(=O)[nH]2)cc1 → 14.0% | nt | -10.1% | nt | nt | 3.6 | -8.9% | -16.9% | nt
# Record of COc1ccc(NC2CCCN(C(=O)c3cc(CC(C)C)nc(N)n3)C2)cc1 (stereo not given) → -20.4% | -15.9% | -0.8% | 0.7% | 22.3% | -4.0 | 3.9% | -5.5% | -16.8%

# (continued)
SMILES,Pol iota inh,Anesthetic bind,Tb PGK inh,BLM inh,APEX1 inh,RXFP1 antagonist,Pol kappa inh,Pol eta inh,Pol beta inh
O=c1[nH]c2ccccc2c2oc(CCl)nc12,1.9%,-0.1%,-5.5%,-2.6%,-9.9%,-16.6,-5.8%,1.1%,-18.1%
O=C(NCCS(=O)(=O)N1CCN(c2ccccc2)CC1)c1cccs1,?,nt,4.3%,nt,27.1%,-7.7,-21.2%,-0.1%,nt
COC(=O)c1cccc(NC(=O)CC2C(=O)NCCN2C(=O)Nc2cc(C)cc(C)c2)c1 (stereo not given),47.4%[activator],-20.2%,-4.4%,-4.0%,16.5%,16.2,-11.5%,-16.8%,27.7%
COc1ccc2sc(N(Cc3cccnc3)C(=O)C3COc4ccccc4O3)nc2c1 (stereo not given),20.3%,3.5%,12.1%,-5.6%,nt,-23.3,-9.8%[60.1 µM],-9.9%,28.4%
COC(=O)CCCCCCCCCCN1CCCCC1,-5.1%,12.2%,-7.1%,-8.3%,-0.8%,5.6,-16.8%,-22.8%,8.6%
COc1nc(-c2ccccc2)c2c(c1C#N)CC(C)(C)OC2,-4.8%,?,-3.1%,-6.0%,4.5%,0.6,2.3%,-0.9%,-1.1%
CSc1nc(NCC(C)C)c2c3c(sc2n1)CN(C)CC3,-0.5%,-11.4%,-14.7%,-6.5%,1.3%,-8.4,-4.5%,-11.7%,11.0%
Cc1cccc(C)c1NC(=O)C(=O)NCC(c1ccc2c(c1)OCO2)N1CCOCC1 (stereo not given),14.2%,-7.4%,9.4%,-1.9%,nt,7.3,-4.8%[60.1 µM],-7.8%,45.2%
O=C(NC1CCCCC1)c1ccc(Cn2c(SCc3ccc(F)cc3)nc3cccnc32)cc1,-2.3%,-20.8%,-8.2%,-1.1%,nt,-11.5,-5.6%,15.9%,?
Cc1cccc(NC(=O)Nc2nnc(N3CCCC3)s2)c1,22.9%,?,i,-1.4%,nt,0.6,13.0%,-11.4%,0.1%

# Two compounds drawn at random from the list so far:
SMILES,Pol iota inh,Anesthetic bind,Tb PGK inh,BLM inh,APEX1 inh,RXFP1 antagonist,Pol kappa inh,Pol eta inh,Pol beta inh
COC(=O)c1cccc(NC(=O)CC2C(=O)NCCN2C(=O)Nc2cc(C)cc(C)c2)c1 (stereo not given),47.4%[activator],-20.2%,-4.4%,-4.0%,16.5%,16.2,-11.5%,-16.8%,27.7%
O=C(NC1CCCCC1)c1ccc(Cn2c(SCc3ccc(F)cc3)nc3cccnc32)cc1,-2.3%,-20.8%,-8.2%,-1.1%,nt,-11.5,-5.6%,15.9%,?

# Not all compounds are listed; rates above refer to the full screens.
